TROY signal inh: TROY signaling inhibition; actives 0.98% (n = 360,000); inhibition, % at 10 µM; Q293 LMP1-TROYcd NF-kB luciferase reporter, 4 h;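 active = compounds whose plate-normalised and pattern-corrected inhibition of the luciferase reporter signal at the single screening dose is 50% or more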
C8 TRAIL sens: caspase-8 TRAIL sensitization. inhibition (viability loss, TRAIL sensitization), % at 10 µM. actives 1% (n = 360,000). AID 624354. NB7+C8 cells + TRAIL, ATPlite viability luminescence;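 active = compounds causing at least 50% loss of cell viability in the single-dose screen, relative to plate controls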
NR2E3 ag-1: activates human NR2E3 receptor; Q9Y5X4; CHO-S Gal4-NCOR/VP16-NR2E3 two-hybrid, luciferase; inhibition of corepressor binding, % at 3.98 µM; actives 0.35% (n = 360,000); AID 602229;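 active = inhibition above the mean of all tested compounds plus 3 SD, cut at about 70% in these data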;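 also: 0% = DMSO with NR2E3 transfected cells and 100% = cells lacking NR2E3 construct; higher means lower luciferase signal from less NR2E3 corepressor binding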
Target sequence (Q9Y5X4 whole entry, looked up, the tested form may be a part): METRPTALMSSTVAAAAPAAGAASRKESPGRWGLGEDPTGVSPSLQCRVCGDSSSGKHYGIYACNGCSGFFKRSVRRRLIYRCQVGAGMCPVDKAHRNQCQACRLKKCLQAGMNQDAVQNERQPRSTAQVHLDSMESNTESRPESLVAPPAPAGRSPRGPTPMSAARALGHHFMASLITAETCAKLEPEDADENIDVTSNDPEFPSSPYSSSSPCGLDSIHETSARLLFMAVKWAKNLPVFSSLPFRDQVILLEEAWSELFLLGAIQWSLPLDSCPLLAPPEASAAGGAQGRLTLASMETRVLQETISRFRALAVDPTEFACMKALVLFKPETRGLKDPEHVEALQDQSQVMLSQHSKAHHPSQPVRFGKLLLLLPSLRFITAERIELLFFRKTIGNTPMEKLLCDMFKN
NR2E3 ag-2: NR2E3 (human) agonism; Q9Y5X4; GST-NR2E3/biotin-RetCOR TR-FRET, 1536-well; inhibition of corepressor binding, % at 4.78 µM; actives 0.12% (n = 320,000); AID 2300;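 active = percent inhibition above the cutoff of mean plus 3 SD of all tested compounds, set per screening campaign, cut at about 20% in these data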;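 also: 0% = DMSO wells and 100% = biotin wells as full block of FRET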
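Material: NR2E3–RetCOR corepressor complex | Quantity: 1.35 nM GST-tagged NR2E3 final | Schedule: 5 h at 4 °C | Replication: Singlicate compound wells | Reagent: RetCOR corepressor, biotinylated, 7 nM | Controls: Biotin wells as high control, 0.6% DMSO wells as low control | Signal: TR-FRET, Eu(K)-anti-GST donor, streptavidin-D2 acceptor, ex 340, em 617/671 nm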
HIF-2a block: blocks HIF-2a reporter activity. actives 0.72% (n = 360,000). 786-0 RCC cells HIF-2a reporter, luciferase luminescence, overnight. AID 624352. inhibition, % at 18.8 µM;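 active = inhibition of the luminescence signal of 40% or more relative to plate controls, in a single-dose primary screen at 18.75 µM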
Peg3 prom inh: inhibitors of Peg3 promoter; HeLa PEG-Prom luciferase reporter, luminescence, overnight; inhibition, % at 20 µM; actives 1.7% (n = 360,000); AID 588405;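 active = inhibition of at least 50% at 20 µM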
Shn3 3UTR inh: reduces Shn3 3'UTR luciferase signal in osteoblasts; Clone20 osteoblast Shn3 3'UTR firefly luciferase, 24 h; inhibition, % at 12.5 µM; actives 0.52% (n = 360,000);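 active = mean inhibition of at least 75% with every replicate also reaching 75%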;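 also: 0% = median of neutral control wells and 100% = pilot-screen positive control compound; some compounds past the cut are filed as inactive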
CF NFkB inh: blocks PAF-induced NF-kB reporter in cystic fibrosis cells; KKLEB NF-kB-GFP reporter, GFP fluorescence overnight; inhibition, % at 5 µM; actives 0.86% (n = 360,000); AID 588850;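 active = at least 50% inhibition at 5 µM, scaled per plate between neutral and stimulator controls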;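 also: PAF is a Pseudomonas aeruginosa culture filtrate used as stimulus; plate controls were PAF-stimulated DMSO wells for no effect and unstimulated DMSO wells for full effect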
TWEAK Fn14 block: TWEAK-Fn14 signaling inhibition. actives 2% (n = 360,000). TWEAK-stimulated Fn14 reporter cells, luciferase luminescence, 8 h. AID 1159606. inhibition, % at 10 µM; in the data active = inhibition above about 50%
MITF TRPM1 inh: inhibitors of MITF-driven TRPM1 promoter in melanoma cells | inhibition, % at 12.5 µM | SK-MEL-5 TRPM1 promoter luciferase, 24 h | actives 0.83% (n = 330,000);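 active = mean inhibition across replicates of 60% or more, whatever share of single replicates reaches that level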; also: values of inactives mirror those of a sister screen read the other way
KKLEB tox: CF airway cell cytotoxicity counter-screen | KKLEB CF airway cells viability, ATPlite luminescence, overnight; hits give low values; cells stimulated with P. aeruginosa culture filtrate | AID 602141 | actives 0.36% (n = 360,000) | activity change (cytotoxicity), % at 5 µM;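 active = corrected activity change at or below -50% at 5 µM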
The depositor's hits bear a star; x = not tested or not shown.

no. | Compound | KKLEB tox | NR2E3 ag-1 | TWEAK Fn14 block | Shn3 3UTR inh | MITF TRPM1 inh | Peg3 prom inh | HIF-2a block | CF NFkB inh | TROY signal inh | C8 TRAIL sens | NR2E3 ag-2
1 | Cc1nc(-c2ccccc2)cs1 | 9 | -6 | -7 | -2 | -10 | 8 | 13 | 6 | -3 | -14 | 0
2 | Cc1ccc(CNC(=O)CCS(=O)(=O)c2cc(Br)cc3c2N(C(=O)C2CC2)CC3)o1 | 4 | -5 | -3 | 4 | 17 | 5 | 15 | -1 | 4 | -1 | -2
3 | CC1=CC(=NNS(=O)(=O)c2ccc([N+](=O)[O-])cc2)CC(C)(C)C1 | -10 | -21 | 6 | 3 | -10 | 5 | -5 | -11 | -1 | -10 | x
4 | CCOc1ccccc1-n1c(SCC(=O)NC(C)(C)C)nnc1-c1ccoc1C | -1 | -10 | -2 | 4 | 6 | 5 | 5 | 1 | 0 | 7 | 0
5 | CCc1nc2ccc(C(=O)Nc3ccc4c(c3)OCC(=O)N4)cn2c1N(C)C(=O)Cc1ccccc1 | -4 | -5 | -17 | 12 | x | 11 | 6 | -12 | 6 | 3 | x
6 | O=C(Nc1cccc(O)c1)C1CC(c2cccc(Br)c2)=NO1 (stereo not drawn) | -7 | -26 | -2 | -1 | 5 | 3 | 10 | 2 | -3 | 3 | 1
7 | O=C(COC(=O)c1cccs1)Nc1ccccc1[N+](=O)[O-] | -4 | 1 | 0 | -8 | 1 | -9 | -9 | -2 | -5 | -9 | 6
8 | CCc1cc(C(=O)NNC(=O)CCl)sc1C | -6 | -13 | 14 | -1 | 7 | 6 | 13 | -38 | -17 | 15 | 1
9 | CCn1cc(/C=N\NC(=O)C2(C)CC2(Cl)Cl)c(C)n1 (stereo not drawn) | 16 | -12 | 3 | 0 | 11 | 11 | 7 | -11 | -15 | -4 | 3
10 | CCCOC(=O)CSc1nc(N2CCOCC2)c2c(c1C#N)CC(C)(C)OC2 | -2 | -6 | -4 | -4 | -2 | 15 | 15 | 5 | -20 | 6 | 2
11 | CC1CC(C)CN(CC(=O)Nc2cc(S(=O)(=O)N3CCOCC3)ccc2N2CCCC2)C1 (stereo not drawn) | -2 | -21 | 1 | 0 | -6 | -3 | 2 | 5 | 5 | 8 | 1
12 | O=C(CN(Cc1ccccc1)C(=O)c1csnn1)NCCc1ccccc1 | 4 | 0 | -1 | -8 | -3 | 4 | -3 | -1 | -18 | 8 | 1
13 | O=c1c2[nH]c3ccc(F)cc3c2nc2n1CCS2 | -2 | -22 | -18 | 10 | 14 | -17 | -62 | -21 | -17 | -2 | -2
14 | O=C(NC1CCN(Cc2ccccc2)CC1)c1cccc(OC(F)F)c1 | -16 | -10 | 15 | -13 | 14 | 21 | 24 | 0 | -20 | 14 | 0
15 | O=C(NCc1ccc(Cl)c(Cl)c1)C1CCCC1 | -6 | -31 | -4 | 7 | x | -8 | -13 | -4 | -10 | 8 | 2
16 | CCN(CCCNC(=O)C1CCN(S(=O)(=O)c2cnc[nH]2)CC1)c1cccc(C)c1 | 16 | -10 | -14 | 15 | 1 | 6 | -1 | -9 | 14 | -1 | -2
17 | Cc1cc(C)c(S(=O)(=O)c2ccccc2)c(OC(=O)c2c(F)cccc2F)n1 | -1 | -32 | -32 | 11 | 14 | -4 | -2 | 28 | -11 | -1 | 2
18 | Cc1nn(-c2ccccc2)nc1C(=O)Oc1cc(C(F)(F)F)nn1-c1ccccc1 | -11 | -4 | -41 | 5 | -3 | 11 | 15 | -14 | 24 | -3 | 1
19 | Cc1cccc(CCNC(=O)c2cc(S(=O)(=O)N3CCOCC3)cn2C)c1 | 5 | -1 | 21 | -3 | x | -3 | 1 | 2 | 7 | -9 | 3
20 | CCCNS(=O)(=O)c1ccc(OCC(=O)NCCC2=CCCCC2)cc1 | 0 | -19 | -3 | 14 | 1 | 0 | 18 | 2 | -3 | -11 | 0
21 | O=C(/C(=C(\O)c1ccccc1)c1nc2ccccc2[nH]1)c1ccccc1 | 4 | -6 | -8 | -21 | -28 | -38 | -17 | -8 | -25 | 9 | -4
22 | Cc1ccc(OCC(=O)N2CCN(C3=NS(=O)(=O)c4ccccc43)CC2)cc1 | 7 | 17 | -17 | -25 | -8 | 16 | -4 | -22 | -3 | 3 | 6
23 | CC(C)(C)[C@H]1COC(=O)[C@@H](NC(=O)OCC2c3ccccc3-c3ccccc32)C/C=C\C[C@@H](CC(=O)N[C@@H](CO)Cc2ccccc2)C(=O)N1 | 5 | -2 | 1 | 4 | -7 | -17 | 5 | -4 | -2 | 4 | x
24 | Cc1cc2cc(CN3C(=O)c4ccccc4C3=O)ccc2n1C | 2 | -2 | 10 | 14 | 17 | 11 | 17 | 26 | 27 | 17 | 14
25 | COCCN(CC(=O)Nc1cccc(C)c1C)C(=O)c1cc2ccccc2cc1OC | 3 | -1 | -12 | -19 | -1 | -2 | -20 | 12 | 13 | -10 | 1
26 | C=CCc1cc(OC)ccc1OCCON1C(=O)CCC1=O | -2 | -9 | -40 | 9 | 8 | 9 | 9 | 8 | -13 | -4 | 0
27 | Cc1cc(/C=C2/NC(=O)NC2=O)c(C)n1-c1sc2c(c1C#N)CCCC2 | 11 | -14 | 22 | -8 | 23 | 5 | 22 | 5 | -3 | 0 | 4
28 | CC1CC(C)CN(C(=O)COC(=O)COc2ccc(C#N)cc2)C1 (stereo not drawn) | 0 | -39 | 8 | -4 | 7 | 5 | 9 | 1 | -1 | 2 | x
29 | CCOc1ccc(S(=O)(=O)NCCC(=O)N2CC=C(c3ccccc3)CC2)cc1 | 10 | 45 | 7 | 14 | 8 | -3 | 3 | 7 | -2 | 4 | 1
30 | OC(Cc1cccc(Br)c1)c1ncc(-c2ccccc2C(F)(F)F)[nH]1 (stereo not drawn) | -7 | -11 | -6 | -5 | x | 14 | 2 | 8 | 11 | -19 | x
31 | O=C(CN(c1ccc(F)cc1)S(=O)(=O)c1ccccc1)Nc1ccccc1C(=O)O | 8 | -9 | 11 | -4 | 4 | 6 | 10 | 15 | 5 | -2 | 6
32 | CCN=C1SC(CC(=O)NC2CCCCC2)C(=O)N1CC (stereo not drawn) | 2 | 7 | 3 | 2 | 9 | 14 | 22 | -8 | 6 | -1 | 0
33 | COc1ccc(NC(=O)CC(c2ccc(F)cc2)c2ccc(OC)cc2)cc1 (stereo not drawn) | 0 | -17 | 13 | 1 | -9 | -8 | 25 | 12 | 9 | -4 | 3
34 | CNC(=O)COC(=O)/C=C/c1cn(-c2ccccc2)nc1-c1ccc2c(c1)OCCO2 | -5 | -38 | 8 | -3 | 10 | 8 | 15 | 10 | 0 | -6 | 4
35 | COc1ccc(NC(=O)CCCn2c(=O)oc3ccccc32)cc1Cl | 2 | -118 | -65 | -77 | -147 | -231 | -263 | 11 | -56 | -1 | -1
36 | COCCNS(=O)(=O)c1cc(C)c(C)cc1C | -1 | -35 | 5 | -10 | 12 | 8 | 18 | 10 | 0 | -10 | -1
37 | O=C(NCCCO)c1cc([N+](=O)[O-])cc2c1C=Cc1ccccc1O2 | -41 | 10 | -11 | 10 | 14 | 19 | -11 | 4 | 10 | -1 | 0
38 | S=C1NCN(Cc2cccnc2)CN1Cc1ccccc1 | -8 | 27 | 2 | -13 | 10 | 14 | 12 | 18 | 9 | -11 | -2
39 | CC(=O)Nc1ccc(Nc2nc(-c3sc(NC(C)=O)nc3C)cs2)cc1 | -14 | 0 | -6 | 9 | 19 | 34 | 68* | 67* | 14 | 13 | 3
40 | CCCCCCOC(=O)CC1CC(C(C)=O)C1(C)C (stereo not drawn) | -12 | x | 47 | -3 | -9 | -60 | -24 | -11 | 22 | 10 | x
41 | COc1ccc(F)cc1S(=O)(=O)N1CCC(C(N)=O)CC1 | 5 | -14 | -14 | 10 | 3 | 7 | 0 | 2 | 1 | -1 | -1
42 | COc1ccc(Nc2nc(Nc3ccc(OC)cc3)nc(-n3[nH]c(=O)c(C)c3C)n2)cc1 | -31 | 2 | 42 | 81* | 3 | 48 | -40 | 87* | 5 | 25 | 1
43 | CSc1ccccc1NS(=O)(=O)c1cccc2nonc12 | 5 | -49 | 4 | -6 | 11 | 9 | 6 | 8 | 20 | -16 | -2
44 | CCCCN(C)C(=O)c1ccc(Nc2nc(C(N)Cc3ccc(C(F)(F)F)cc3)cs2)nc1 (stereo not drawn) | -44 | -43 | 3 | 13 | x | 96* | 1 | 51* | 18 | 77* | x
45 | CC(=O)c1c(C)[nH]c(C(=O)OCCOc2ccccc2)c1C | -16 | -38 | -19 | 52 | 11 | 3 | -58 | -6 | 62* | 17 | -1
46 | Cc1ccc2nc(NC(=O)c3ccc4c(c3)OCO4)sc2c1 | -2 | -116 | 25 | -26 | -82 | -342 | -193 | -14 | -40 | 43 | -7
47 | Cc1cccc(C(=O)Nc2ccc(Oc3cnccn3)cc2)c1 | 3 | -33 | -22 | -33 | -102 | -132 | -153 | 6 | -57 | 9 | 0
48 | CC(C)(C)c1ccc(C(=O)NCC(=O)OCC(=O)Nc2nc(-c3ccc(F)cc3)cs2)cc1 | 4 | 0 | -30 | -23 | -40 | -158 | -148 | -2 | 3 | 19 | -1
49 | Cc1cc(C)c(-c2cc(C(F)(F)F)no2)c(=O)[nH]1 | 6 | -6 | -1 | 4 | -3 | -5 | 0 | -3 | -1 | 2 | 2
50 | O=C(CN1C(=O)c2ccccc2S1(=O)=O)N1CCc2ccccc2C1 | 1 | 3 | 47 | 1 | 2 | 2 | -41 | 1 | -1 | -9 | 0

The results go on.
no. | Compound | KKLEB tox | NR2E3 ag-1 | TWEAK Fn14 block | Shn3 3UTR inh | MITF TRPM1 inh | Peg3 prom inh | HIF-2a block | CF NFkB inh | TROY signal inh | C8 TRAIL sens | NR2E3 ag-2
51 | CC(=O)Nc1ccc(NC(=O)CSc2nnnn2C2CCCCC2)cc1 | 2 | 15 | -17 | 10 | 10 | -18 | -6 | 11 | 4 | 4 | 5
52 | O=C(NC(=S)Nc1cccc(NC(=O)c2ccc(Cl)cc2Cl)c1)c1cccs1 | -22 | -15 | 27 | 8 | 5 | -11 | -18 | 20 | -18 | 13 | -2
53 | CCOC(=O)Cc1csc(SCC(=O)c2c(N)n(CC(C)C)c(=O)n(C)c2=O)n1 | 2 | 5 | 22 | 82 | 18 | 14 | 12 | 2 | 25 | 24 | -2
54 | CC(=O)Oc1ccc(C(=O)Nc2ccccc2C(=O)N2CCCC2)cc1 | -16 | 3 | 5 | 8 | 11 | 7 | 14 | 21 | 24 | -12 | 0
55 | CCCc1cc(C(=O)N2CCN(c3ccccc3C)CC2)cs1 | -5 | -36 | 3 | 4 | -7 | 3 | 0 | 6 | 33 | -7 | -1
56 | O=C1NC[C@@H](Cc2cccc3ccccc23)N(CC2CCCCC2)C1=O | 10 | -19 | -4 | 7 | -1 | 18 | 13 | -1 | -18 | -17 | 0
57 | Clc1ncnc2scc(C3COc4ccccc4O3)c12 (stereo not drawn) | 6 | -22 | -17 | -14 | 2 | -55 | -113 | 8 | -22 | 10 | 0

The list is partial (hit frequency here may not be typical).
